Screening data from PubChem.
F508del corr = CFTR F508del correction in bronchial cells; activity (quench increase), % at 7.58 µM; CFBE cells, YFP halide quenching; stimulated with forskolin plus potentiator P3; % fluorescence drop versus neutral controls; AID 720511; actives 0.36% (n = 350,000);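 active = mean added fluorescence quench of at least 8% versus neutral control, with both replicates also reaching 8%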;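 note: cells transiently co-express mutant CFTR-F508del with the halide-sensitive YFP; corrector assay measuring rescue of mutant channel to the surface after 24 h compound exposure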
RAD52 inh = blocks human RAD52 DNA annealing | AID 651710 | recombinant RAD52 DNA annealing, FRET fluorescence | inhibition, % at 18.7 µM | P43351 | actives 0.46% (n = 360,000);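 active = every replicate showing at least 50% inhibition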
ERAP1 HTS inh = inhibitors of human ERAP1 aminopeptidase. actives 0.15% (n = 340,000). inhibition, % at 10.7 µM. recombinant ERAP1, Leu-AMC fluorescence, 60 min. AID 652197;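 active = mean replicate inhibition of at least 30%, or all replicates individually reaching that 30% level; inactive = mean below 30% and not every replicate reaching it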;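 note: 0% = neutral control wells and 100% = L-leucinethiol positive control wells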
Target sequence (Q9NZ08 whole entry, looked up): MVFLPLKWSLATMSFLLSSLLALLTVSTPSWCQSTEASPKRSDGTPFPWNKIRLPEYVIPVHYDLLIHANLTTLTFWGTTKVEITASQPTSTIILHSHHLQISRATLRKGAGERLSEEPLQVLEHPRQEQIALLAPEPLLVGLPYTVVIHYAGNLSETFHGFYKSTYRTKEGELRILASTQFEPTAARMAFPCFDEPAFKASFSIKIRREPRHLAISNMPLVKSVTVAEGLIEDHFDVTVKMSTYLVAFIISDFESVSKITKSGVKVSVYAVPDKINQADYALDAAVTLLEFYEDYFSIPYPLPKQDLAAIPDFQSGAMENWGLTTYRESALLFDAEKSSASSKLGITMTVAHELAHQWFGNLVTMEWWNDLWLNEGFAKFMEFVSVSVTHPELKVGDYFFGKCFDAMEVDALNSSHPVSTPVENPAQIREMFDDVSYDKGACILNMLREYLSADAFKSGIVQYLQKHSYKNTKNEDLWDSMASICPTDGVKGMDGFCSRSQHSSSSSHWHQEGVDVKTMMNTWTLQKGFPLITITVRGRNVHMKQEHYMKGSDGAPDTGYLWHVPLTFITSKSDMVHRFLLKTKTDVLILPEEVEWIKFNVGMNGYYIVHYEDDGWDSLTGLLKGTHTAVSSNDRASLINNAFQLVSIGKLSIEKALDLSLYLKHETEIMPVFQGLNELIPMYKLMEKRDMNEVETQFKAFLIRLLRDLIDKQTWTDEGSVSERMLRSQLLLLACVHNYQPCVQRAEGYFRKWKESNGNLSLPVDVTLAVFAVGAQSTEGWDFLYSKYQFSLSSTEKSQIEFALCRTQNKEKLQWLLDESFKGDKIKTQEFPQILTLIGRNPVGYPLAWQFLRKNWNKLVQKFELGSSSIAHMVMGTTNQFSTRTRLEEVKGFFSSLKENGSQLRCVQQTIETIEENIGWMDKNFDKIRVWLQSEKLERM
Xi reactivation = reactivates the inactive X chromosome in mouse fibroblasts. XiGFP mouse fibroblasts, % GFP-positive cells imaging, 3 d; cells co-treated with 5-aza-dC sensitizer; scaled so ellipticine positive control = 100%. activation, % at 7.58 µM. actives 0.055% (n = 360,000). AID 743238;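 active = mean normalized replicate activation at least 10% and every replicate at or above 10%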;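 note: 0% = median of on-plate neutral control wells and 100% = ellipticine 6 µM median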
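System: XiGFP fibroblasts, SV40-immortalized. Medium: DMEM plus 5-aza-dC sensitizer. Doses: single point. Timing: 3 d treatment, 15 min room-temperature fixation. Control set: ellipticine 6 µM.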
ARNT TACC3 PPI = ARNT/TACC3 interaction disruption; Q9Y6A5; AlphaScreen His-ARNT PAS-B/GST-TACC3 binding, luminescence; TACC3 fragment carries E629A point mutation; inhibition, % at 9.99 µM; actives 0.66% (n = 390,000);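 active = mean inhibition of replicates at least 50% and at least half of replicates each reaching 50%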;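 note: 0% = complete ARNT plus TACC3 wells and 100% = ARNT alone without TACC3; many hits fall short of the cut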
RAD54 branch = RAD54 (human) branch migration inhibition; Q92698; RAD54 Holliday junction branch migration, FAM/BHQ fluorescence; inhibition, % at 10.4 µM; actives 0.14% (n = 360,000); AID 602329;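 active = mean normalized replicate activity at least 40 and at least half of replicates scoring 40 or more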;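 note: 0% = median of neutral control wells and 100% = median of positive control wells; inhibitors cause a drop in the FAM fluorescence signal; in these data hits start at about 50%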
esBAF inh = SWI/SNF esBAF complex inhibition | reporter increase, % at 12.5 µM | AID 602393 | actives 2% (n = 350,000) | mouse ES cells, Bmi1-luciferase knock-in reporter, 24 h; 100% = twice the neutral-well signal; in the data active = activation above about 40%;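 note: 0% = median of the plate's neutral control wells and 100% = double that signal; a rise in the Bmi1 reporter signal indicates esBAF inhibition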
GSIS activator = GLuc luminescence reporter in INS-1E cells, primary screen for activators of glucose-dependent secretion of insulin. INS-1E GLuc reporter insulin secretion, 2-3 h. activation, % at 16.6 µM. actives 0.61% (n = 370,000);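 active = lowest replicate activation of at least 40%, so every replicate reaches that level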;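 note: 0% = median of neutral control wells and 100% = median of IBMX positive control wells; some compounds called inactive have numbers as strong as hits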
An asterisk follows results filed as active; / = not tested or not shown; & = joins results of further samples. Rows were taken by chance (roughly 3.3% active in at least one column).

SMILES | F508del corr | RAD52 inh | ERAP1 HTS inh | Xi reactivation | ARNT TACC3 PPI | RAD54 branch | esBAF inh | GSIS activator
NCCN1CCN(CC(=O)N2c3ccccc3C(=O)Nc3cccnc32)CC1 | 3.2 | -5 | 3 | 0.0 | -1 | 6 | -2 | /
Cc1ccc(S(=O)(=O)NCCCNS(=O)(=O)c2ccccc2Br)cc1 | -0.1 | -17 | / | -0.1 | -1 | -2 | 0 | -5
Cn1cnc(S(=O)(=O)N2CCCCN3[C@H](CO)[C@H](c4ccc(C5=CCCC5)cc4)[C@@H]3C2)c1 | 1.4 | 11 | 0 | / | / | -6 | / | /
CC1CCCCC12NC(=O)N(CC(=O)NCCc1ccc(F)cc1)C2=O (stereo unspecified) | -1.3 | -2 | -2 | -0.1 | -4 | 2 | -1 | -19
CCOC(=O)[C@]12CCCC=C1N(CCc1ccc(OC)c(OC)c1)C(=O)[C@H](CC(=O)N1CCCC1)C2 | -3.5 | 9 | -3 | / | / | / | / | -5
COc1ccccc1NC(=O)N[C@H]1CC[C@@H](CCNC(=O)c2ccc3c(c2)OCO3)O[C@H]1CO | -2.0 | -2 | 0 | 0.1 | 8 | 2 | -5 | -2
O=C(Nc1ccc2c(c1)[C@H]1C[C@H](CC(=O)N3CCOCC3)O[C@@H](CO)[C@H]1O2)C1CCC1 | 0.2 | / | / | 0.0 | -6 | -13 | -2 | -2
C[C@H]1CN([C@@H](C)CO)C(=O)Cc2cc(NC(=O)NC3CCCCC3)ccc2O[C@H]1CN(C)Cc1ccncc1 | 0.6 | 3 | 2 | -1.2 | -2 | -6 | 4 | -4
CO[C@H]1CN(C)C(=O)c2ccc(NC(=O)Nc3ccc(Cl)cc3)cc2OC[C@@H](C)NC[C@@H]1C | 0.0 | / | / | 0.4 | / | / | 0 | -5
CCN(CC)S(=O)(=O)c1ccc(C(=O)NCCCn2ccnc2)cc1 | -0.2 | -9 | 1 | 0.6 | 3 | 6 | 3 | -3
O=C(O)/C=C/c1cn(Cc2ccccc2)nc1-c1cccs1 | -2.1 | -30 | -7 | 0.1 | -12 | / | / | 11
COc1cc2c3c(c1OC)C1(C=CC(=O)C=C1)CC3N(C(C)=O)CC2 (stereo unspecified) | -1.1 | -8 | -3 | -0.1 | 0 | -9 | / | /
CCS(=O)(=O)N1CCN(c2cc3c(cc2[N+](=O)[O-])n(C)c(=O)n3C)CC1 | 2.6 | -17 | 5 | 0.3 | 4 | -1 | 1 | 0
Cc1ccc(-c2nc(C(=O)NCCCN3CCOCC3)cc3c2[nH]c2ccccc23)cc1 | 3.4 | 94* | -2 | / | 0 | 30 | -3 | /
COC(=O)c1sc(N)nc1C(C)(C)C | / | / | / | / | -4 | -9 | -2 | 22
CCOc1cc(C(=O)OCC(=O)Nc2ccc(SC(F)F)cc2)cc(OCC)c1OCC | -0.6 | / | / | 0.0 | -8 | -9 | 2 | -8
CCCCn1c(O)c(N=NC(=O)Cn2c(C(F)(F)F)nc3ccccc32)c2ccccc21 | -1.0 | 1 | -4 | 0.2 | 1 | -2 | / | -5
CC1=CN2C(=NC(=O)CC2(C)C(=O)N(CC(=O)NC2CCCC2)Cc2ccc(Cl)cc2)C=C1 (stereo unspecified) | -3.4 | -8 | 7 | 0.0 | 0 | 6 | -14 | 21
O=C(C1CCC1)N1C[C@H]2[C@@H](c3ccccc31)[C@@H](CO)N2C(=O)c1ccccc1 | -3.3 | -12 | -2 | 0.1 | 5 | -2 | -2 | -5
O=C(CSc1nnc(Cn2c(=O)sc3ccccc32)n1-c1ccccc1)NCc1ccco1 | 10* | -13 | 0 | 0.2 | / | 1 | 2 | -3
C[C@@H]1CCCCO[C@@H](CN(C)C(=O)Nc2ccc3c(c2)OCO3)[C@H](C)CN([C@H](C)CO)C(=O)c2cc(NS(=O)(=O)c3cccs3)ccc2O1 | 1.5 | -24 | 2 | -0.1 | -2 | 4 | 13 | 0
CC1(NC(=O)CCS(=O)(=O)c2ccc(Cl)cc2)CCS(=O)(=O)C1 (stereo unspecified) | -0.5 | -14 | 3 | 0.2 | -1 | 3 | -1 | 0
CCCCN(C(=O)NC(=O)Nc1cc(C)ccc1C)S(C)(=O)=O | 0.0 | 9 | 13 | / | -11 | 0 | -4 | -2
COCCNC(=O)C[C@H]1CC[C@H]2[C@H](COc3ccc(NC(=O)C4CCOCC4)cc3C(=O)N2C)O1 | 0.2 | -6 | -2 | 0.0 | -4 | 5 | 2 | 3
CCOC(=O)c1c[nH]n(-c2ccc(C)cc2)c1=O | -3.7 | -12 | 0 | 0.3 | -6 | 0 | 52* | -8
CC(=O)NN=C(C)c1ccc(NC(=O)C2CC2)cc1 | -5.3 | -15 | -1 | 0.2 | / | 0 | 4 | -8
COc1ccc2nc(SCC(=O)Nc3nccs3)[nH]c2c1 | 2.1 | -2 | -4 | 0.0 | -2 | / | / | -1
CC1OC(OCC2OC(Oc3c(-c4ccc(O)cc4)oc4cc(O)cc(O)c4c3=O)C(O)C(O)C2O)C(O)C(O)C1O (stereo unspecified) | -1.9 | -4 | 2 | / | 3 | -5 | -16 | -8
COCC(=O)N(C)C[C@H]1Oc2ncc(C3=CCCC3)cc2C(=O)N([C@@H](C)CO)C[C@H]1C | -1.7 | -35 | / | 0.0 | 8 | -2 | 2 | 25
Cc1ccc(C)c(NC(=O)CCc2ccc(C)o2)c1 | / | -8 | -2 | -0.2 | 23 | 4 | -8 | /
CCn1cc(S(=O)(=O)c2cccc(C)c2)c(=O)c2cc(F)c(N3CCN(C)CC3)cc21 | -1.7 | -14 | 3 | 0.3 | 3 | -3 | 2 | 1
O=C(CSc1nc(=O)n2ccccc2n1)Nc1ccc2c(c1)OCCO2 | 1.2 | -5 | -3 | 0.0 | 2 | -8 | 3 | 2
O=C(O)c1cccc(S(=O)(=O)Nc2ccc([N+](=O)[O-])cc2O)c1 | -0.9 | -13 | -46 | 0.3 | 4 | 0 | 1 | /
C[C@@H]1CN([C@@H](C)CO)C(=O)c2cc(NC(=O)Cn3cnnn3)ccc2O[C@H]1CN(C)S(=O)(=O)c1cn(C)cn1 | -0.4 | -19 | -2 | 0.0 | -9 | 10 | 2 | 11
CCOc1ccc(CCN2C(=O)CCC2(C)C(=O)NC(C)CC)cc1OCC (stereo unspecified) | / | 1 | 1 | / | -7 | -1 | -9 | 18
CCC(=O)Nc1ccc2c(c1)C(=O)N(C)C[C@@H](OC)[C@H](C)CN(Cc1ccccc1OC)[C@H](C)CO2 | / | 12 | -1 | 0.2 | 3 | -3 | -16 | /
CN1OC[C@@H]2CN(C(=O)C3CCCCC3)[C@H](c3ccc(N4CCCCC4)cc3)C[C@@H]21 | -1.5 | -63 | -1 | 0.5 | / | / | / | -14
CC1CN(S(=O)(=O)c2cc(C(=O)N(CCc3ccccc3)Cc3ccccc3)ccc2Cl)CC(C)O1 (stereo unspecified) | 5.6 | -7 | 2 | 0.0 | -22 | 8 | 6 | -20
NC(=S)N/N=C\c1ccccc1OCc1ccccc1 | / | 0 | -1 | 0.2 | -4 | -2 | / | 5
CN1CCN(C(=O)C[C@H]2CC[C@@H]3[C@H](COc4ccc(NC(=O)c5ccc(F)c(F)c5)cc4C(=O)N3C)O2)CC1 | 4.1 | -4 | -1 | 0.1 | -1 | -2 | -4 | 7
O=C(Cc1ccccc1)N1CC(=O)N2[C@@H](CO)[C@@H](c3ccc(C#CCc4ccccc4)cc3)[C@@H]2C1 | -0.6 | -2 | 0 | 0.0 | / | / | / | 5
COc1ccccc1CNC(=O)COC(=O)c1nc(Cl)ccc1Cl | -1.2 | -5 | -1 | 0.0 | 11 | -3 | 3 | 26
CO[C@H]1CC[C@H]2CCOc3c(C#N)cccc3C(=O)N(C)CC3(CCCCC3)CC(=O)N(C)C[C@H]1O2 | -1.2 | 10 | 0 | 0.0 | -5 | -5 | 3 | -5
COc1ccc2[nH]c(C(=O)O)c(CCN3C(=O)c4cccc([N+](=O)[O-])c4C3=O)c2c1 | 2.5 | -6 | 4 | 0.2 | -5 | 0 | 0 | 3
Cc1ccc(S(=O)(=O)Nc2ccc3c(c2)C(=O)N([C@H](C)CO)C[C@H](C)[C@@H](CN(C)C(=O)Nc2ccccc2)OCCCC[C@H](C)O3)cc1 | -0.4 | -30 | -1 | -0.8 | 4 | -5 | 5 | 3
COc1ccc(C)c(S(=O)(=O)Nc2ccc(OCC(=O)O)cc2)c1 | -1.4 | -13 | -2 | 0.3 | / | 5 | 6 | 3
CCC(=O)N1CC2(C1)[C@@H](c1ccc(-c3cccc(OC)c3)cc1)[C@@H](CO)N2C(C)=O | -0.4 | -29 | 1 | 0.2 | / | / | / | 4
Cc1cc(C)nc(SCc2cn3cc(Cl)ccc3n2)n1 | 0.3 | -7 | 4 | 0.0 | -8 | -10 | 4 | /
O=[N+]([O-])c1ccc(CN2CC(N3CCN(CC4CC4)CC3)CS2(=O)=O)cc1 (stereo unspecified) | -1.3 | -10 | 6 | -0.2 | / | -2 | -9 | 1
CCC(c1nnnn1-c1c(C)cccc1C)N1CCN(CC)CC1 (stereo unspecified) | -1.8 | -11 | 0 | 0.0 | / | / | / | 7
CCN(CC)CCCN=Cc1c(O)n(-c2ccccc2C)c(=O)c2ccccc12 | / | -5 | 3 | 4.0 | -3 | / | -3 | -9
CCCC#Cc1cnc2c(c1)C(=O)N([C@H](C)CO)C[C@@H](C)[C@@H](CN(C)Cc1ccc(F)cc1)O2 | 2.2 | 6 | 0 | -0.1 | -2 | 2 | -4 | -31
CCc1ccc(NC(=O)COc2ccc(F)cc2C(=O)c2cnn(-c3ccccc3)c2)cc1 | / | 3 | 8 | -0.1 | -8 | / | / | /
COCC(=O)N(C)C[C@H]1Oc2ncc(Br)cc2C(=O)N([C@@H](C)CO)C[C@H]1C | -2.5&-1.0&0.6 | -6&-15&6 | 4&4&0 | 0.6&0.2 | -4&-2 | 8&7&-7 | 7&5&-6 | 0&18
O=C(O)Cc1ccc(NC(=O)c2cccs2)cc1 | / | -10 | 0 | / | -17 | 11 | -11 | 31
CCOCCOC(=O)c1ccc(-n2cnc(C)n2)nc1 | 2.0 | -12 | 7 | 0.0 | -6 | / | / | -2

Among those listed so far, two contain a furan ring, fused or not:
SMILES | F508del corr | RAD52 inh | ERAP1 HTS inh | Xi reactivation | ARNT TACC3 PPI | RAD54 branch | esBAF inh | GSIS activator
O=C(CSc1nnc(Cn2c(=O)sc3ccccc32)n1-c1ccccc1)NCc1ccco1 | 10* | -13 | 0 | 0.2 | / | 1 | 2 | -3
Cc1ccc(C)c(NC(=O)CCc2ccc(C)o2)c1 | / | -8 | -2 | -0.2 | 23 | 4 | -8 | /

Three structures already listed, sorted by count of non-hydrogen atoms, low to high:
SMILES | F508del corr | RAD52 inh | ERAP1 HTS inh | Xi reactivation | ARNT TACC3 PPI | RAD54 branch | esBAF inh | GSIS activator
Cc1cc(C)nc(SCc2cn3cc(Cl)ccc3n2)n1 | 0.3 | -7 | 4 | 0.0 | -8 | -10 | 4 | /
CCC(c1nnnn1-c1c(C)cccc1C)N1CCN(CC)CC1 (stereo unspecified) | -1.8 | -11 | 0 | 0.0 | / | / | / | 7
CCCC#Cc1cnc2c(c1)C(=O)N([C@H](C)CO)C[C@@H](C)[C@@H](CN(C)Cc1ccc(F)cc1)O2 | 2.2 | 6 | 0 | -0.1 | -2 | 2 | -4 | -31
